Screens deposited in PubChem by National Center for Advancing Translational Sciences (NCATS).
Gal4-VP16 FLuc – VP16 counterscreen qHTS for inhibitors of ROR gamma transcriptional activity | Drosophila S2 Gal4-VP16 UAS-luciferase, luminescence, 20 h | Potency, µM (titrated, usually from 53.6 µM), without a hit: at the top dose activity, negative = inhibition, actives largely listed as inhibitors | 310,000 tested, 3.5% active;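 further: Gal4-VP16 expression switched on by copper sulfate through the metallothionein promoter; potency means the concentration at half of the fitted maximal effect; on the % scale 0 is the no-effect control and ±100 the full control effect; nearly all actives have a fitted effect of over 50% in size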
Rab9 prom act – qHTS Assay for Rab9 Promoter Activators. Huh7 Rab9 promoter-luciferase reporter, luminescence, 24 h. Potency, µM (highest dose often 9.22 µM), for inactives: top-dose activation, negative = inhibition, hits mostly activators. 320,000 tested, 2.8% active; further: potency means the concentration at half of the fitted maximal effect; % of control where 0% means no effect; nearly all actives have a fitted effect of over 60% in size
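Luminescence read-out: Huh7 cells stably expressing Rab9-luciferase, treated 24 h with compound at 37 °C, then lysed with luciferase reagent for 10 min at ambient before reading.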
Giardia kill – Small Molecules that selectively kill Giardia lamblia: qHTS; 340,000 tested, 0.15% active; Giardia lamblia trophozoite viability; AID 540267, 2011; activity change, % at 7.66 µM, hits read low; in the data active means activity change below about -80%; inconclusive means between about -30% and that limit;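 further: parasites exposed to compound for two days anaerobically before the ATP read; on the % scale 0 is the no-effect control and ±100 the full control effect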
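Luminescent ATP signal served as the viability read-out, measured 15-30 min after adding ATP detection reagent to trophozoites that had been incubated with compounds for 48 hrs at 37 deg C anaerobically at 100 cells/well.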
uPA surface inh – qHTS for Inhibitors of Cell Surface uPA Generation; AID 540303, 2011; cell surface uPA generation assay, qHTS; Potency, µM (titrated, usually from 38.3 µM), without a hit: top-dose activity change, negative = inhibition, actives largely listed as inhibitors; 330,000 tested, 0.31% active; active means well fitted inhibition curve with a large enough effect; inconclusive means small, poorly fitted or top-dose-only effect; inactive means no such curve, though single readings can be large or run the other way; tested in mouse RAW 264.7 cells; further: potency means the concentration at half of the fitted maximal effect; on the % scale 0 is the no-effect control and ±100 the full control effect; nearly all actives have a fitted effect of over 55% in size
FLuc counter – qHTS profiling assay for firefly luciferase inhibitor/activator using purifed enzyme and Km concentrations of substrates (counterscreen for miR-21 project) | Luciferin 4-monooxygenase (Photinus pyralis), P08659 | purified FLuc, Km substrates, luminescence inhibition | Potency, µM (top dose mostly 57.5 µM), for inactives: at the highest dose activity change, negative = inhibition, most hits filed as inhibitors | 360,000 tested, 6.9% active;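 further: potency means the concentration at half of the fitted maximal effect; plate controls were vehicle for no effect and reference inhibitor for full effect; nearly all actives have a fitted effect of over 55% in size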
Target sequence (P08659 whole entry, looked up): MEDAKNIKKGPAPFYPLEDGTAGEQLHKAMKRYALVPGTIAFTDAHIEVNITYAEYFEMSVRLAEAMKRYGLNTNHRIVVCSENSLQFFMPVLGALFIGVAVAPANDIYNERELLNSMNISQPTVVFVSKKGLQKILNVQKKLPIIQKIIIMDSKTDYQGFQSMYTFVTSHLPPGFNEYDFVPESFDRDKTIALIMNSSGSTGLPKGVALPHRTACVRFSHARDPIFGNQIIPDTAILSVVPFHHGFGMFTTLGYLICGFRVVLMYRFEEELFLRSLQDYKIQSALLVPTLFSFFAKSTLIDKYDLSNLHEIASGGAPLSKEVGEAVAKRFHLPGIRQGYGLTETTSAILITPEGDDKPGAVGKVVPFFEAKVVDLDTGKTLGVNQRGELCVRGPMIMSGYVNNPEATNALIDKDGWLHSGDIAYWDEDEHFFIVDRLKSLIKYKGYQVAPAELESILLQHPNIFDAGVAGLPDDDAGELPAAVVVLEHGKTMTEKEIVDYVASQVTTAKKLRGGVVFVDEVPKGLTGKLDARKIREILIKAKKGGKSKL
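Biochemical qHTS of compounds, final roughly 60 µM downward over six points, against 10 nM purified firefly luciferase using Km concentrations of substrates (10 uM D-luciferin, 10 uM ATP) in Tris acetate pH 7.5 buffer; luminescence output.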
KCNH2 3.1 block – qHTS for Inhibitors of KCHN2 3.1: Mutant qHTS; Potassium voltage-gated channel subfamily H member 2, brain isoform KCNH2 3.1 (human); activity change, % (tested at about 1.8 µM); U2OS KCNH2 3.1, thallium flux FluxOr; active compounds read low; AID 720553, 2013; 340,000 tested, 0.95% active;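 active means maximum activity change below -70%; inconclusive means maximum activity change from -70% to -50%; inactive means maximum activity change above -50%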;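 further: thallium influx rate constant from kinetic fluorescence after stimulation buffer; on the % scale 0 is the no-effect control and ±100 the full control effect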
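We transduce U2OS cells with the mutant 3.1 virus, culture them overnight, load FluxOr with Red40 quencher for 45 min, then add stimulation buffer and read kinetically for 2 min to derive a normalized rate constant.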
NPC1 prom act – qHTS Assay for NPC1 Promoter Activators; Huh7 NPC1 promoter luciferase reporter, 24 h; Potency, µM (highest dose often 9.22 µM), for the others: at the highest dose activation, usual class: activators; 320,000 tested, 2.4% active;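 further: potency means the concentration at half of the fitted maximal effect; % of control where 0% means no effect; nearly all actives have a fitted effect of over 60% in size; reporter is driven by a mutant NPC1 promoter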
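Huh7 cells stably carrying NPC1 promoter–luciferase, plated in Opti-MEM with 10% FBS for 2 h, were exposed to compound in DMSO for 24 h at 37 °C; luciferase reagent was added for 10 min and luminescence read.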
ELG1 genotoxic – qHTS screen for small molecules that induce genotoxicity in human embryonic kidney (HEK293T) cells expressing luciferase-tagged ELG1; HEK293T ELG1-luciferase reporter, luminescence, 16 h; Potency, µM (doses to about 46 µM), without a hit: at the highest dose activity change, positive = activation, usual class: activators; 330,000 tested, 1.3% active; further: potency means the concentration at half of the fitted maximal effect; % of control where 0% means no effect; nearly all actives have a fitted effect of over 60% in size
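Quantitative HTS format in 1536-well plates. HEK293T ELG1-luciferase reporter cells receive test compound and are incubated 16 hr at 37 °C, 5% CO2; ONE-Glo added, 30 min room temperature, then luminescence read.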
RORgamma inh – qHTS for inhibitors of ROR gamma transcriptional activity; Nuclear receptor ROR-gamma (Mus musculus), P51450; Drosophila S2 Gal4-RORgamma UAS-luciferase reporter, 20 h; Potency, µM (doses to about 53.6 µM), inactives show at the highest dose activity change, negative = inhibition, usual class: inhibitors; 310,000 tested, 5.4% active; further: potency means the concentration at half of the fitted maximal effect; on the % scale 0 is the no-effect control and ±100 the full control effect; nearly all actives have a fitted effect of over 60% in size
Target sequence (P51450 whole entry, looked up, the tested form may be a part): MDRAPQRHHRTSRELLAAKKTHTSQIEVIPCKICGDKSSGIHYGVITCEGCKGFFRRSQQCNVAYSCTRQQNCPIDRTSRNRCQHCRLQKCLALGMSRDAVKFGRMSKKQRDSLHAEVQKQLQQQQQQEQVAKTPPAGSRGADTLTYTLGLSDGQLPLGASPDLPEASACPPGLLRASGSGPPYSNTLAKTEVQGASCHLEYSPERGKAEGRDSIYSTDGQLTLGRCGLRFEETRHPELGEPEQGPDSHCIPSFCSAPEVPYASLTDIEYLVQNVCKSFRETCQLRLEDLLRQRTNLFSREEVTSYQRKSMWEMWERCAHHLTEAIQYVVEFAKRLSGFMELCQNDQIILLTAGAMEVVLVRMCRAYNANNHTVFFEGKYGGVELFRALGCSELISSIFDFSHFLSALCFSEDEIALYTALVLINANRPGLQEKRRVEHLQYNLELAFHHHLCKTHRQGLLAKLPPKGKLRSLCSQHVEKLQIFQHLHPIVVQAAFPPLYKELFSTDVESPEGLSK
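Schneider cells (Drosophila), stable Gal4 DBD–ROR gamma + UAS-luc; 1 hr cmpd preincubation; Cu2+ induction 700 uM final; 20 hr ambient; luminescence.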
FBPA coupling cs – qHTS Assay for Inhibitors of Fructose-1,6-bisphosphate Aldolase from Giardia Lamblia: Coupling assay counterscreen; coupling enzyme system counterscreen, AmpLite Red fluorescence; activity change, negative = inhibition, % at 58.2 µM, hits read low; 290,000 tested, 0.67% active; AID 2472, 2010; in the data active means activity change below about -30%; further: on the % scale 0 is the no-effect control and ±100 the full control effect
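First, compound is pin-transferred into glyceraldehyde-3-phosphate coupling-enzyme reagent at 57.5 uM final and held 10 min at RT. Next, substrate, coupling system and AmpLite Red are added. After 20 min RT, fluorescence (525/598 nm) is read.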
Tb PFK block – qHTS Assay to Find Inhibitors of T. brucei phosphofructokinase; ATP-dependent 6-phosphofructokinase (Trypanosoma brucei brucei), O15648; T. brucei PFK, ADP-Glo luminescence; Potency, µM (titrated, usually from 57.5 µM), for inactives: top-dose activity, negative = inhibition, usual class: inhibitors; 330,000 tested, 0.17% active; AID 485367, 2010;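 further: potency means the concentration at half of the fitted maximal effect; 0% = uninhibited 1x PFK enzyme wells and -100% = no-enzyme wells; nearly all actives have a fitted effect of over 60% in size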
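PFK 1.25 nM, F6P 0.5 mM, ATP 0.1 mM, 0.1 M TEA pH 8.0, 5 mM MgCl2, 0.01% Tween20, 0.1% BSA; 45 min RT. ADP-Glo readout. qHTS titration up to 57 uM; curves fitted, compounds curve-classed.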
Numbers without * were called inactive; ? = inconclusive; . = not tested or not shown; [ ] = remark or other dose. Unless noted, the call rests on the fitted dose curve; in most records, active means well fitted curve in the direction sought with a large enough effect; inconclusive means small, poorly fitted or top-dose-only effect, or another doubt; inactive means no such curve, though single readings can be large; an effect the other way counts as inactive or inconclusive. This is a random part of the collection. About 14% of those tested had a hit in this group.

SMILES	Gal4-VP16 FLuc	Rab9 prom act	Giardia kill	uPA surface inh	FLuc counter	KCNH2 3.1 block	NPC1 prom act	ELG1 genotoxic	RORgamma inh	FBPA coupling cs	Tb PFK block
CC(C)(C)n1ncc2c(=O)n(CC(=O)N3CCc4ccccc43)cnc21	0%	-3%	7	3%	-16%	-5	7%	0%	18%	1	0%
Cc1cnc(NC(=O)c2cncc(Br)c2)s1	2%	1.3µM*	-19	-5%	8.5µM*	-11	2.2µM*	?	?	1	-1%
CCOc1ccc(N2C(=O)CC(N(Cc3ccco3)C(=O)CCC(=O)O)C2=O)cc1 (stereo not given)	5%	3%	-3	1%	-1%	6	2%	6%	0%	-5	3%
CC(C(=O)Nc1ccccc1)c1ccc(-c2ccccc2)c(F)c1 (stereo not given)	?	-5%	5	-9%	-1%	-2	0%	-6%	31%	1	-7%
CN(CC(=O)Nc1ccccc1Cl)CC(=O)Nc1sc2c(c1C(N)=O)CCC2	.	-5%	-8	-2%	0%	-14	-4%	4%	.	.	-1%
CC(=O)N/C(=C\c1cccc([N+](=O)[O-])c1)C(=O)NC1CCCCC1	7%	12%	-5	2%	-16%	?	5%	2%	1%	-6	-1%
COCc1[nH]nc2c1C(c1sccc1C)C(C#N)=C(N)O2 (stereo not given)	-1%	3%	12	-4%	-1%	8	-2%	8%	-3%	-8	8%
COc1ccc(N2CCN(C(=O)c3ccc(SC)cc3OC)CC2)cc1	5%[10 µM]	-3%[1.84 µM]	1	-1%	-3%	11	-3%	-6%	31%	-3	0%
Cc1ccc(OCC(=O)Nc2ccc3oc(=O)ccc3c2)cc1C	7%	0%	2	1%	-3%	-14	-1%	0%	-2%	0	2%
C/C=C\C(=O)Nc1cccc(C2=NOC3(C2)C[C@H](C(N)=O)N(C(=O)Cc2ccc([N+](=O)[O-])cc2)C3)c1 (stereo not given in full)	-1%	-2%	-13	-6%	-5%	-8	-1%	3%	-5%	3	4%
COc1ccc2nc(-c3ccccc3)cc(C(=O)OCC(=O)N3CC(C)OC(C)C3)c2c1 (stereo not given)	.	-5%	8	-5%	19µM*	10	-10%	-6%	.	.	-20%
COc1ccc(S(=O)(=O)Nc2cccnc2)c(C)c1C	8%	9%	10	-4%	1%	4	-2%	-1%	-6%	0	4%
Cc1cc(NC(=O)/C=C/c2ccco2)ccc1NC(=O)c1ccccc1	-13%	10%	-24	-4%	?	3	0%	0%	-2%	2	1%
CCc1cccc(C)c1NC(=O)CSc1nnc(-c2ccco2)n1N	-5%	1%	5	.	7%	-26	-2%	-2%	17%	4	-1%
Cc1cc2oc(=O)cc(CN3CCN(S(=O)(=O)/C=C/c4ccccc4)CC3)c2cc1C	-13%	-3%	1	0%	2%	-39	-8%	-3%	24%	1	2%
CC1CCN(c2ccc(C(=O)Nc3nnc(C4CC4)s3)cc2[N+](=O)[O-])CC1	18µM*	15%	?	-3%	?	5	2%	3%	-39%	1	-2%
Cc1ccc(-c2csc(-c3cc(C)on3)n2)cc1	-6%	?	6	-9%	8.5µM*	8	24%	?	1%	1	1%
CCn1c(CNC(=O)c2ccc(OC)c(OC)c2)nnc1SCC(=O)Nc1ccc(OC)cc1	-13%	-3%	39[activator]	-1%	-3%	4	-4%	4%	4%	6	-1%
COc1ccc(S(=O)(=O)N2Cc3ccccc3CC2C(=O)N2CCOCC2)cc1OC (stereo not given)	8%	-6%	4	5%	1%	-3	0%	-11%	-21%	0	7%
COc1ccc(NC(=O)C2CC(=O)N(C(C)C)C2)cc1 (stereo not given)	4%	-1%	-11	4%	0%	.	6%	-1%	-2%	2	2%
CCOc1ccc2cc(S(=O)(=O)N3CCOCC3)ccc2c1	2%	-8%	12	7%	4%	-3	3%	-1%	?	-5	-8%
C[C@H](O)C(=O)C1=Nc2c(nc(N)[nH]c2=O)NC1	.	-10%[46.1 µM]	?	-1%	1%	-8	4%[46.1 µM]	6%	.	.	0%
Cc1cc2oc(=O)c3c(c2cc1OC(=O)c1ccco1)CCCC3	-3%	-7%	29	-1%	7%	6	-1%	-1%	-5%	0	1%
O=C(Nc1nccs1)c1ccc(N2C(=O)C3CCCCC3C2=O)cc1 (stereo not given)	3%	16%	-5	-2%	21µM*	-4	11%	?	-24%	2	-11%
COc1ccc(COCC(O)CN2CCC(C(N)=O)CC2)cc1OC (stereo not given)	4%	-1%	4	3%	-1%	5	0%	2%	33%	2	2%
More records:
SMILES	Gal4-VP16 FLuc	Rab9 prom act	Giardia kill	uPA surface inh	FLuc counter	KCNH2 3.1 block	NPC1 prom act	ELG1 genotoxic	RORgamma inh	FBPA coupling cs	Tb PFK block
COc1ccc(C(C(=O)NC(C)(C)C)N(C[C@H]2CC[C@@H]([C@@H]3CC[C@H](CO)O3)O2)C(=O)c2ccccc2)cc1 (stereo not given in full)	.	.	3	-12%	.	4	.	0%	.	.	-2%
Cc1cc(C)cc(NC(=S)N2CC(C)OC(C)C2)c1 (stereo not given)	?	-2%	7	3%	2%	12	-2%	0%	16µM*	.	1%
Cc1ccccc1S(=O)(=O)Nc1ncnc2ccccc12	3%	5%	-26	4%	4%	5	-1%	5%	28%	5	3%
COc1ccc(N2CCN(S(=O)(=O)c3c(C(=O)N4CCOCC4)c(C)n(C)c3C)CC2)cc1	7%	0%	5	-1%	1%	?	-1%	1%	-15%	.	1%
O=C(O[C@H]1[C@H](Cc2ccccc2)NS(=O)(=O)[C@H]2C[C@@H]3C=C[C@]12O3)c1ccc([N+](=O)[O-])cc1	.	-5%	27	8%	4%	23	-4%	-2%	.	.	-1%
CC1CCN(S(=O)(=O)c2ccc(NC(=O)Cc3cccs3)cc2)CC1	8%	1%	-2	.	4%	4	-1%	-4%	20%	-1	?
NC(=O)c1cc(S(=O)(=O)Nc2ccccc2)cs1	0%	-1%	35[activator]	2%	1%	0	8%	-3%	8%	-1	-2%
O=C(CSc1ncccc1C(=O)O)NC12CC3CC(CC(C3)C1)C2	-5%	-1%	-12	1%	-14%	8	-1%	9%	12%	-1	-4%
COc1ccc(OC)c(C(=O)/C=C/c2cccnc2)c1	2.8µM*	-8%	16	-14%	2%	-3	-7%	0%	7.9µM*	2	3%
Cc1cc(C(=O)N2CCN(S(=O)(=O)c3ccc(C)c(C)c3)CC2)no1	.	0%	10	-19%	2%	2	1%	-2%	.	.	0%
CC1CC(C)(C)N2C(=O)C3(Nc4ccccc4S3)c3cccc1c32 (stereo not given)	5%	-1%	9	6%	-2%	-10	-1%	-7%	1%	-3	-10%
COc1ccc(NC(=O)CSc2nc3sc(C)c(C)c3c(=O)n2Cc2ccco2)cc1	1%	0%	2	4%	2%	-15	-3%	3%	17%	0	5%
Cc1nc2ccccn2c1-c1csc(Nc2cccc(O)c2)n1	8%	-1%	11	-11%	-7%	5	1%	2%	4%	1	-2%
CCCCc1nccn1CCn1ccnc1CCCC	.	-3%	-5	6%	-1%	-12	0%	-6%	-4%[0.365 µM]	0	8%
CCOc1cc(-c2c(C#N)c(=O)[nH]c3c2c(C)nn3-c2ccc(F)cc2)ccc1O	-2%	2%	-21	3%	1%	-6	10%	2%	-10%	10	5%
O=C(Cn1cnc2c(nnn2Cc2ccccc2)c1=O)c1ccc(Cl)cc1	-2%	1%	13	5%	0%	-4	-2%	4%	-10%	0	16%
CCC(C(=O)OCC(=O)Nc1cc(Cl)ccc1Cl)c1ccccc1 (stereo not given)	?	1%	2	0%	-11%	-12	0%	-1%	0%	1	12%
CN(Cc1ccccc1)C(=O)COC(=O)c1ccc(S(=O)(=O)N(C)C)cc1	-3%	0%	-22	-1%	-1%	-5	-9%	4%	3%	1	-7%
COc1ccc(N2CCN(C(CNC(=O)C(C)(C)C)c3cccnc3)CC2)cc1 (stereo not given)	-4%	1%	-23	0%	0%	-3	-3%	1%	4%	0	-5%
CCN(CC1CCCN(CCc2cccc(F)c2)C1)C(=O)c1cc2ccccc2o1 (stereo not given)	6%	-7%	7	-7%	2%	-75*	-1%	-3%	21%	-1	3%
